High-throughput results from PubChem.
CF NFkB block: inhibitors of cystic fibrosis induced NF-kB; inhibition, % at 5 µM; AID 588850; hit rate 0.86% among 360,000; KKLEB NF-kB-GFP reporter, PAF-induced, GFP fluorescence overnight;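 active means at least 50% inhibition at 5 µM, scaled per plate between neutral and stimulator controls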;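 further: PAF is a Pseudomonas aeruginosa culture filtrate used as stimulus; plate controls were PAF-stimulated DMSO wells for no effect and unstimulated DMSO wells for full effect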
KKLEB cytotox: counter-screen for CF NF-kB inhibitors: cytotoxicity. KKLEB CF airway cells viability, ATPlite luminescence, overnight; hits give low values; cells stimulated with P. aeruginosa culture filtrate. activity change (cytotoxicity), % at 5 µM. hit rate 0.36% among 360,000;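 active means corrected activity change at or below -50% at 5 µM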
CaV13 FRET inh: Primary screen for inhibitors of IQ motif and Ca2+-dependent inactivation inhibitor domain binding in CACNA1D, Förster resonance energy transfer in living cells, … | hit rate 0.098% among 340,000 | inhibition, % at 12.3 µM | HEK cells, CFP/YFP FRET ICDI-IQ, plate reader, 10 min; percent FRET-ratio fall versus neutral wells;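 active means mean replicate inhibition of at least 30% and at least 1% of replicates passing that level; inconclusive means only one of the two criteria is met; inactive means neither criterion is met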;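 further: 0% = median of the neutral control wells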
PDI inh: PDI (human) enzyme inhibition; hit rate 0.052% among 350,000; P07237; inhibition, % at 10 µM; AID 588391; PDI insulin aggregation turbidity, A650, 90 min;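 active means mean inhibition across replicates of 30% or more, whatever share of single replicates reach that level; inconclusive means mean inhibition below 30% while every single replicate reaches 30%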;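 further: absorbance from insulin aggregation driven by PDI reduction with DTT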
Target sequence (P07237 whole entry, looked up): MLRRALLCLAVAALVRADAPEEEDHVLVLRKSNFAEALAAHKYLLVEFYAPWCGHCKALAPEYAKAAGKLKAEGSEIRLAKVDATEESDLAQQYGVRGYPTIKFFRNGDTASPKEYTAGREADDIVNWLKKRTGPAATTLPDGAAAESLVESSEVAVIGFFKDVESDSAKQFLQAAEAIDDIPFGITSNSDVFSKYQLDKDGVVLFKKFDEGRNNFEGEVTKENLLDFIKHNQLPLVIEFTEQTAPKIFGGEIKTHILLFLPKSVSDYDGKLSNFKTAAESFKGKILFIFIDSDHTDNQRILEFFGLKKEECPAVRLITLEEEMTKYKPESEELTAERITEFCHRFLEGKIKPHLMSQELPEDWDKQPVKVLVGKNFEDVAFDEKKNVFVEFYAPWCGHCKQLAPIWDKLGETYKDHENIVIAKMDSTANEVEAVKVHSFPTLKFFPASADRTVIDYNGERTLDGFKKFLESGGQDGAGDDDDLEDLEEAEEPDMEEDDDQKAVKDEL
NR2E3 ag-1: NR2E3 (human) agonism; GST-NR2E3/biotin-RetCOR TR-FRET, 1536-well; hit rate 0.12% among 320,000; AID 2300; inhibition of corepressor binding, % at 4.78 µM; Q9Y5X4;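 active means percent inhibition above the cutoff of mean plus 3 SD of all tested compounds, set per screening campaign, cut at about 20% in these data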;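 further: 0% = DMSO wells and 100% = biotin wells as full block of FRET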
Target sequence (Q9Y5X4 whole entry, looked up): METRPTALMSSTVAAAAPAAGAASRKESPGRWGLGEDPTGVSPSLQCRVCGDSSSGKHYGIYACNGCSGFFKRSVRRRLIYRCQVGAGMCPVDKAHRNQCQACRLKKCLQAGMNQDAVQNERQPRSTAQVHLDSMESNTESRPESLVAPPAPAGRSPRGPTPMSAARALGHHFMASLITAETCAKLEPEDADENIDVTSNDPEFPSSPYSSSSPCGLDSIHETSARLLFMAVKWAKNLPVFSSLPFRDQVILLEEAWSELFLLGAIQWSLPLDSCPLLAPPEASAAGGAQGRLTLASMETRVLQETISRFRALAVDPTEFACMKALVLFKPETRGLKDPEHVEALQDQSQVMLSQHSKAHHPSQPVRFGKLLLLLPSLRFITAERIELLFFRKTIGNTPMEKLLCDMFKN
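Assay system: NR2E3–RetCOR corepressor complex. Quantity: 1.35 nM GST-NR2E3. Buffer or medium: pH 7.5 Tris-based buffer. Reagent: biotinylated RetCOR corepressor at 7 nM final. Schedule: 5 h at 4 °C. Detection: TR-FRET, emission read at 617 and 671 nm. Replicates: one well per compound, singlicate testing.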
Peg3 prom inh: reduces Peg3 promoter-driven luciferase expression in HeLa | HeLa PEG-Prom luciferase reporter, luminescence, overnight | inhibition, % at 20 µM | hit rate 1.7% among 360,000 | AID 588405;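 active means inhibition of at least 50% at 20 µM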
MITF TRPM1 inh: MITF TRPM1 promoter inhibition in SK-MEL-5 cells; SK-MEL-5 TRPM1 promoter luciferase, 24 h; inhibition, % at 12.5 µM; hit rate 0.83% among 330,000;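 active means mean inhibition across replicates of 60% or more, whatever share of single replicates reaches that level; inconclusive means some that reach 60%, reason not given; inactive means mean inhibition across replicates below 60%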; further: values of inactives mirror those of a sister screen read the other way
Shn3 inh set2: inhibitors of Schnurri-3 3'UTR reporter in osteoblasts; Clone20 osteoblast Shn3 3'UTR firefly luciferase, 24 h; inhibition, % at 12.5 µM; hit rate 0.52% among 360,000;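 active means mean inhibition of at least 75% with every replicate also reaching 75%; inconclusive means mean inhibition at least 75% but some replicate below; inactive means mean inhibition below 75%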;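 further: 0% = median of neutral control wells and 100% = pilot-screen positive control compound; some compounds past the cut are filed as inactive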
NR2E3 ag-2: activates human NR2E3 receptor. Q9Y5X4. CHO-S Gal4-NCOR/VP16-NR2E3 two-hybrid, luciferase. inhibition of corepressor binding, % at 3.98 µM. hit rate 0.35% among 360,000. AID 602229;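 active means inhibition above the mean of all tested compounds plus 3 SD, cut at about 70% in these data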;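 further: 0% = DMSO with NR2E3 transfected cells and 100% = cells lacking NR2E3 construct; higher means lower luciferase signal from less NR2E3 corepressor binding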
Vif inh: HIV Vif inhibition | HEK293T cells, Vif self-association by quenched fluorescence, imaging, 24 h | inhibition, % at 7.49 µM | hit rate 0.35% among 340,000 | AID 602346; in the data active means inhibition above about 50%, passing the limit was not always enough; inconclusive means no clear call, values can overlap the other calls; inactive means below about 31%; further: some results filed as inactive read as strong as hits
HIF-2a inh: HIF-2a inhibition; 786-0 RCC cells HIF-2a reporter, luciferase luminescence, overnight; inhibition, % at 18.8 µM; hit rate 0.72% among 360,000;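 active means inhibition of the luminescence signal of 40% or more relative to plate controls, in a single-dose primary screen at 18.75 µM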
Numbers without * were called inactive; ? = inconclusive; / = no result given.

SMILES | CF NFkB block | KKLEB cytotox | CaV13 FRET inh | PDI inh | NR2E3 ag-1 | Peg3 prom inh | MITF TRPM1 inh | Shn3 inh set2 | NR2E3 ag-2 | Vif inh | HIF-2a inh
COc1ccc(CN=C2NN=C(c3cccc(OC)c3)CS2)cc1 | -19 | 11 | -5 | -1 | -1 | -182 | -60 | -7 | -40 | -9 | -254
O=[N+]([O-])c1ccc(/C=N/n2c(COc3ccccc3)n[nH]c2=S)cc1 | -21 | -7 | -5 | -6 | -4 | 19 | 5 | 7 | -3 | 4 | 15
Cn1cc(CNCC2CCCO2)c(-c2ccc(Oc3ccccc3)cc2)n1 (configuration not stated) | 13 | -15 | -4 | -2 | 3 | 15 | 1 | 36 | 0 | 10 | 7
CC(C)C[C@H](NC(=O)N1CC(=O)Nc2ccccc21)C(=O)N[C@@H](Cc1ccccc1)C(=O)O | -3 | -12 | / | / | 2 | 3 | 9 | -14 | -9 | -2 | -5
CC(NC(=O)C1CCN(c2nnc(N3CCCC3=O)s2)CC1)c1ccccc1 (configuration not stated) | -4 | -13 | -10 | / | 6 | -3 | / | 2 | -17 | / | 9
COc1ccc(C(=O)NC2CCN(C(=S)NCCc3ccccc3)CC2)cc1 | -9 | 12 | -4 | -7 | -3 | 14 | 4 | 12 | 14 | 3 | 15
O=C(NCc1ccc(F)cc1)C1CCCN1C(=O)Nc1ccccc1 (configuration not stated) | -29 | 20 | -5 | 12 | 0 | 8 | 4 | 14 | -39 | -3 | 20
Cc1cc(OCCn2ccnc2)cc(C(C)C)c1 | 0 | 4 | -3 | 5 | 4 | 9 | 9 | 11 | -7 | 3 | 17
Cc1cc(NC(=O)c2ccoc2C)ccc1Br | 18 | -6 | -6 | -4 | 1 | -400 | -83 | -104 | -112 | -4 | -285
Cc1nc(SCc2ccc([N+](=O)[O-])cc2)nc2ccccc12 | -11 | -4 | -8 | -11 | 2 | -3 | -16 | 4 | -21 | -5 | -25
COc1cc(C2NC(=O)NC(C)=C2C(C)=O)ccc1O (configuration not stated) | -12 | -2 | 6 | -6 | -1 | -1 | 9 | / | -32 | 7 | 7
CCCOc1ccc(-c2nc(N3CCN(C)CC3)c3ccccc3n2)cc1 | 8 | -25 | -5 | -2 | -1 | -235 | -122 | -110 | -142 | 3 | -220
CC(C)C(=O)NNC(=O)c1csc(CS(=O)(=O)c2ccc(Cl)cc2)n1 | -1 | 0 | -5 | -1 | 3 | 2 | 12 | -18 | -22 | -2 | 13
Cc1cc(Br)ccc1NC(=O)CN(C)Cc1cccs1 | -23 | 0 | -7 | -8 | 2 | -98 | -35 | -12 | -43 | 4 | -119
CCOC(=O)c1cc(C(=O)Nc2ccc(S(=O)(=O)Nc3ccc(OC)cc3)cc2)nn1C | -5 | -13 | -9 | -6 | 2 | 18 | 16 | 24 | 18 | -3 | -8
O=C(CCC(=O)NNC(=O)c1ccc(Cl)cc1Cl)NCc1ccccc1 | 4 | -1 | -5 | -8 | 4 | -4 | 4 | 5 | 1 | / | -1
Cc1[nH]ccc(=O)c1Cc1c(Cl)cccc1Cl | -5 | 0 | -4 | 2 | 0 | 11 | -10 | 13 | -26 | 9 | 18
Cc1ccc(C)c(S(=O)(=O)N2CCN(C(=O)CCc3c[nH]c4ccccc34)CC2)c1 | 9 | -26 | -6 | -1 | -2 | 12 | 10 | 6 | -22 | -3 | 3
CCCn1cnc2c(SCCc3ccccc3)nc(N)nc21 | 9 | 4 | -4 | -6 | / | -165 | -44 | -21 | -35 | 12 | -200
N#Cc1cccc(-n2c(-c3ccccc3)nnc2-c2ccccc2)c1C#N | 4 | -2 | -8 | 8 | 4 | -19 | -30 | -4 | -10 | / | -173
CS(=O)(=O)c1ccc(Cl)c(NC(=O)COC(=O)CNC(=O)c2ccc3ccccc3c2)c1 | -1 | 17 | -2 | 12 | 0 | -9 | -1 | -16 | 20 | -14 | -14
CN(C)CCNC(=O)CN1C(=O)CSc2ccc(S(=O)(=O)N3CCCCC3)cc21 | 0 | 5 | -15 | 5 | -2 | 11 | -5 | -12 | -6 | 10 | 4
c1ccc(Cn2c(NCc3ccco3)nc3ccccc32)cc1 | -7 | -16 | -3 | 10 | -4 | 20 | -23 | -6 | 0 | -5 | 16
COc1ccc(CNC(=O)CN2C(=O)NC3(CCCc4sccc43)C2=O)cc1 (configuration not stated) | -2 | -1 | -7 | 0 | / | 9 | -1 | 10 | 3 | -16 | 12
CCOc1cc(N2CCOCC2)c(OCC)cc1NC(=O)CN1C(=O)NC(CC(C)C)C1=O (configuration not stated) | 2 | -3 | 4 | 1 | 0 | 9 | 22 | -9 | 8 | 2 | 1
Cc1cnc(NC(=O)CSc2nnc(CNc3ccc(F)cc3)n2CC2CCCO2)s1 (configuration not stated) | 11 | 1 | -6 | -1 | -2 | 19 | 1 | 13 | -13 | -5 | 8
COc1ccc(C(=O)Cn2nnc(-c3ccccc3F)n2)cc1 | -8 | 14 | -7 | 3 | 1 | -137 | -13 | -14 | -1 | ? | -84
O=C(O)/C=C/C(=O)Nc1ccc(C2(c3ccc(NC(=O)/C=C/C(=O)O)cc3)c3ccccc3-c3ccccc32)cc1 | -14 | 20 | -2 | 6 | 3 | 7 | -11 | 8 | -9 | -1 | 15
COc1cccc2[nH]c3c(N4CCC5(CC4)OCCO5)ncnc3c12 | 12 | 2 | -4 | -5 | -3 | 11 | -12 | -1 | 9 | 10 | 1
Cc1ccc(C)c(OCCCN2CCCC2)c1 | 5 | -4 | -4 | 7 | 5 | -7 | 4 | 9 | -21 | 19 | 4
Cc1csc(NC(=O)C2=NN(c3ccccc3)C(=O)CC2)n1 | -10 | -1 | -4 | 4 | 3 | 7 | -14 | 1 | -34 | 2 | 12
Cc1ccc(SC(=O)c2c([N+](=O)[O-])c(C)nn2C)cc1 | -2 | 8 | -5 | 1 | 4 | 16 | 20 | 29 | 0 | -1 | 23
Cc1cn2c(=O)c(C(=O)N3CCN(c4ccccc4Cl)CC3)cnc2s1 | -14 | 11 | -6 | 11 | 0 | -19 | 2 | 18 | -5 | 4 | -19
CC1Cc2nc(SCC(=O)N3CCCc4ccccc43)n(C)c(=O)c2S1 (configuration not stated) | -19 | 6 | -9 | / | 1 | 14 | 3 | 6 | 4 | -6 | 7
COCCCNC(NC(=O)c1ccc(Br)cc1)C(Cl)(Cl)Cl (configuration not stated) | -2 | -13 | -3 | -4 | 0 | 18 | -7 | 14 | -9 | 1 | 23
CC(C)(C)NC(=O)c1ccc(NC(=O)CSc2ccccc2)cc1 | 6 | -7 | -5 | 4 | 1 | -9 | -2 | 4 | -24 | 2 | -42
Cc1noc(NS(=O)(=O)c2ccc(N/C=C/C(=O)c3ccncc3)cc2)c1C | -9 | 2 | -7 | 18 | -2 | 24 | 5 | 4 | -4 | 15 | 11
COc1ccccc1CNCc1cc(OC)c(OC)c(OC)c1 | 3 | 10 | -7 | -11 | -1 | 10 | 10 | 23 | -28 | 14 | 10
CCCCCCCCCCOC(=O)Cn1c(COc2ccccc2C)[n+](C)c2ccccc21 | 60* | -42 | / | 2 | 5 | 107* | 5 | ? | 6 | 3 | 2
O=C(Nc1ccc(C(F)(F)F)cc1-c1ccccc1)c1ccccc1 | -13 | -4 | -5 | -9 | 1 | 19 | -3 | 4 | 0 | -27 | 8
CCOC(=O)c1ccc(OC(=O)CCCCCN=C(N)N)cc1 | -5 | 6 | -4 | 0 | 0 | -16 | -1 | 7 | -15 | 20 | -14
COc1cc(CC(=O)OCC(=O)Nc2ccc(S(=O)(=O)N3CCCC3)cc2)cc(OC)c1OC | 3 | -4 | -5 | -3 | 3 | -1 | -3 | -23 | 17 | -23 | -1
CN(C)CCCNC(=O)/C(=C\C=C\c1ccccc1)NC(=O)c1ccc([N+](=O)[O-])cc1 | -12 | -4 | -2 | 2 | 0 | 11 | 7 | 3 | -12 | -6 | 11
Cc1ccc(N2CCC(N3CCN(C)C(CCO)C3)CC2)cc1 (configuration not stated) | 1 | 10 | -19 | 6 | -2 | -6 | -4 | 8 | -2 | 2 | 2
CC(C)Cc1nnc(NC(=O)CCC(=O)NCCc2ccccc2)s1 | 9 | 0 | -4 | -4 | 0 | 3 | -7 | 1 | 0 | -3 | 5
O=C(c1ccc(Cn2cnnn2)cc1)N1CCCC(Nc2ccc(F)c(F)c2)C1 (configuration not stated) | -18 | 6 | -6 | 4 | -3 | -1 | -2 | -5 | -15 | -11 | 5
Cc1ccc(Oc2c(C)nc(-c3ccccc3)[nH]c2=O)cc1 | -3 | 0 | -5 | -10 | -3 | 11 | 4 | 3 | -6 | -8 | 11
CC1=NN(C(=O)c2ccccc2Br)C(O)(c2cccnc2)C1 (configuration not stated) | 5 | -2 | -4 | -6 | 2 | 11 | 8 | -11 | -33 | -2 | 13
c1coc(-c2cc3nc(NC4CCCCC4)ccn3n2)c1 | 20 | -11 | -5 | 0 | / | -311 | / | -73 | -208 | / | -252
Cc1ccc(Cn2c(CN(C)Cc3ccccc3)nc3c2c(=O)n(C)c(=O)n3C)cc1 | -9 | 1 | -4 | -5 | 1 | 22 | 16 | 6 | -5 | -2 | 11
CC(C)(C)NS(=O)(=O)c1ccc(NC(=O)Cc2ccccc2[N+](=O)[O-])cc1 | 3 | -1 | -4 | 11 | -2 | -8 | 7 | 9 | 6 | 4 | 4
Cc1ccc(-c2c[n+](CC(=O)OCc3ccccc3)c3n2CCC3)cc1 | -22 | 2 | -6 | 11 | -1 | 0 | 2 | 8 | -22 | -4 | 5
COc1ccc(C2CC2/C(=N/O)c2ccccn2)cc1 (configuration not stated) | -12 | 11 | 2 | 6 | 3 | -95 | -22 | -28 | -28 | 4 | -138
Cc1ccc(S(=O)(=O)N/N=C\c2cc3c(cc2Br)OCO3)cc1 | 2 | -6 | -2 | -11 | -1 | 34 | -4 | 5 | 9 | -12 | 12
COc1ccc(C(=O)COC(=O)c2cccs2)cc1 | -4 | -6 | -5 | -1 | / | -253 | -70 | -156 | 10 | 2 | -188
Cc1sc2ncnc(N3CCC(C(=O)NNC(=O)COc4ccccc4Cl)CC3)c2c1C | 24 | -15 | -7 | 2 | -3 | 21 | 16 | 21 | 27 | -11 | 10

An unsorted share of the library, and some 3.3% of all compounds hit somewhere here.
